Pf gamet viab = inhibitors of late stage P. falciparum gametocyte viability; P. falciparum stage V gametocytes, ATP luminescence, 24 h; inhibition, % at 10.9 µM; 150,000 tested, 0.065% active;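 active = inhibition above the mean plus 3 SD of compounds within the control limits, set per campaign, cut at about 38% in these data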;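 note: 0% = DMSO wells and 100% = medium only without gametocytes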
Avidin bead fluor = avidin bead compound fluorescence profile. fluorescence (KMESF) at 10 µM. AID 1775. 220,000 tested, 0.38% active. Avidin beads, compound fluorescence 488/530 nm, flow cytometry; stronger effect = higher value; in the data active = fluorescence above about 47; note: inactives centre near 10
Mcl1-Noxa inh = Mcl-1/Noxa interaction inhibition | Q07820 | inhibition, % at 21.7 µM | 220,000 tested, 1.5% active | TR-FRET Mcl-1/Noxa peptide binding, 2 h;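 active = compounds that cut the protein-peptide binding signal by more than 50% relative to plate controls in a single-dose test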;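 note: His-tagged Mcl-1 with rhodamine Noxa BH3 peptide and terbium anti-His antibody; 0% = Mcl-1 plus Noxa peptide wells and 100% = peptide-only wells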
Target sequence (Q07820 whole entry, looked up): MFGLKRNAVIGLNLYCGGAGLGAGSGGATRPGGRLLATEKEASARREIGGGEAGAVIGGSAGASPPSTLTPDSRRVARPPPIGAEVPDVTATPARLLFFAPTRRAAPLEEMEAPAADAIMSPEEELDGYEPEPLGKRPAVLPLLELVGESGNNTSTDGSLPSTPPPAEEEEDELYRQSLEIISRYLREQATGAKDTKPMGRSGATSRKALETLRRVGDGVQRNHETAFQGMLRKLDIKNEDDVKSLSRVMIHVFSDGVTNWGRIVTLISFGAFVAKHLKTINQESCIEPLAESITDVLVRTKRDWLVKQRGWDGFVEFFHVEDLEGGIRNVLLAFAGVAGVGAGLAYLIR
Mcl1 Bid PPI = disrupts binding of human Mcl-1 to Bid peptide; Q07820; TR-FRET Mcl-1/Bid-Dy647 peptide binding, 1536-well; inhibition, % at 21.7 µM; 220,000 tested, 0.97% active; AID 1021;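 active = compounds that cut the binding signal by more than half at the single screening dose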;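 note: His-tagged Mcl-1 with europium anti-His antibody binding Bid BH3 peptide; 0% = Mcl-1 plus peptide wells and 100% = peptide-only wells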
The depositor's hits bear a star. This is a subset; the hit share may differ from the screen's.

SMILES	Pf gamet viab	Avidin bead fluor	Mcl1-Noxa inh	Mcl1 Bid PPI
O=C(Oc1c(-c2ccccc2)c(=O)n2c3c(cccc13)CC2)c1ccc(Cl)cc1	7	6	-9	-18
Cc1[nH]n(C)c(=O)c1N=Nc1ccc(S(C)(=O)=O)cc1	-1	5	24	-78
Cc1cc(NC(=O)c2cccc(S(=O)(=O)N3c4ccccc4CC3C)c2)no1 (stereo unspecified)	7	9	-3	-5
COC(C[C@@H](O)[C@@H](C)[C@H](O)COCc1ccccc1)OC	-24	10	4	-34
O=C(O)CNC(=O)/C(=C\c1cccc([N+](=O)[O-])c1)NC(=O)c1ccco1	-36	7	9	-14
COc1ccccc1C1c2[nH]c3ccccc3c2CCN1Cc1ccc(NC(C)=O)s1 (stereo unspecified)	10	6	-6	-33
COc1ccc(Nc2nc(C(=O)N3CCc4cc(OC)c(OC)cc4C3)cs2)cc1	2	10	27	-39
CC(=O)Nc1ccc(Nc2nc(C)c([N+](=O)[O-])c(N(C)c3ccccc3)n2)cc1	-10	20	-12	-9
CCN1CCN(CCc2nc3cc(NC(=O)COc4ccc(Cl)cc4)ccc3n2C)CC1	-15	5	25	3
COc1ccc(N2C(=O)C3C(C2=O)C(C(=O)c2ccc(Cl)cc2)N2CCCC32)cc1 (stereo unspecified)	3	10	16	-11
O=S(=O)(c1ccc(S(=O)(=O)N2CCC3(CC2)OCCO3)cc1)N1CCCC1	-8	6	-12	-23
Cc1ccc(S(=O)(=O)NC(=O)N(C)C2CCCCC2)cc1	4	3	10	-9
COc1ccc2[nH]c(=O)c(CN(C)C(=O)c3cccs3)cc2c1	-20	8	8	29
Nc1ccc(Cl)cc1C(=O)OCC(=O)NC1CCS(=O)(=O)C1 (stereo unspecified)	-1	5	12	28
CCN1C(=O)/C(=C\N2CCN(C(=O)c3ccco3)CC2)SC1=S	3	7	1	-25
CCCCNc1nc2cccnc2s1	13	7	-21	-47
COc1cc(-c2nc(CN3CCCCC3CCNC(C)=O)c(C)o2)ccc1F (stereo unspecified)	1	6	2	-5
CCOc1ccc(C2C3=C(CCCC3=O)Nc3ccc4ncccc4c32)cc1 (stereo unspecified)	15	8	-3	-67
CC(=O)Oc1ccc2occ(/C=N/c3cc(=O)[nH]c(=S)[nH]3)c(=O)c2c1	1	8	28	-42
CC1=NN(Cc2ccccc2)C(=O)C1C(c1ccncc1)C(C#N)C#N (stereo unspecified)	7	16	5	-73
COc1ccc(NC(=O)c2ccc(S(=O)(=O)N3CCOCC3)o2)cc1	-22	7	12	-8
COc1ccc(/C=C2\CCc3ccccc3C2=O)cc1CN1CCOCC1	-2	8	3	-9
CN(CCS(=O)(=O)c1ccc(Cl)cc1)Cc1cccnc1	-15	8	6	-19
CCc1nc(SCC(=O)NCCc2ccccc2)c2c(=O)n(C)c(=O)n(C)c2n1	-15	7	1	1
CC1=C(C(=O)c2ccccc2)C(c2ccc(O)cc2)NC(=S)N1 (stereo unspecified)	3	3	9	-18

Grouped by structure, the entries above containing a thiophene ring, fused or not
SMILES	Pf gamet viab	Avidin bead fluor	Mcl1-Noxa inh	Mcl1 Bid PPI
COc1ccccc1C1c2[nH]c3ccccc3c2CCN1Cc1ccc(NC(C)=O)s1 (stereo unspecified)	10	6	-6	-33
COc1ccc2[nH]c(=O)c(CN(C)C(=O)c3cccs3)cc2c1	-20	8	8	29

Other structures follow:
SMILES	Pf gamet viab	Avidin bead fluor	Mcl1-Noxa inh	Mcl1 Bid PPI
O=C(O)c1cccc(N2C(=O)c3ccc4c5c(ccc(c35)C2=O)C(=O)N(c2cccc(C(=O)O)c2)C4=O)c1	3	18	49	-26
CCC[N+](CC#CCO)(CC#Cc1ccccc1)CCC	-3	8	7	-9
COc1cccc(NC(=O)c2c(C)cc(C)cc2CC(C)(C)C(=O)O)c1	13	7	35	37
Cc1noc(-c2ccc(C(F)(F)F)cc2)c1NC(=O)Nc1ccc(Cl)cc1	25	8	-2	-12
CC(=O)C1C(=O)CC(c2ccc(Cl)cc2)CC1=O (stereo unspecified)	-13	9	4	-2
CCOC(=O)C(Sc1cc(-c2ccccc2)nc2ncnn12)C(C)=O (stereo unspecified)	-7	9	0	-43
CC1CCCC(NC(=O)C2CCC(CNc3c(N4CCCCC4)c(=O)c3=O)CC2)C1C (stereo unspecified)	-14	6	-2	-29
CC1(C)CC2(C)OCCN2C(=S)N1 (stereo unspecified)	26	6	5	-116
COc1cc(/C=C/C(=O)OCC(=O)Nc2ccc(S(N)(=O)=O)cc2)ccc1O	8	3	-5	-13
COc1cc(/C=N/NC(=O)Cn2cnc3c2c(=O)n(C)c(=O)n3C)ccc1O	12	9	-3	1
O=C(N/N=C/c1cc(Br)cs1)c1c[nH]c2ccccc12	10	7	-54	-18
CC1CN(Cc2ccccc2)c2nc3c(c(=O)[nH]c(=O)n3C)n2C1 (stereo unspecified)	4	8	-14	-35
CCCc1nc2sc3c(c2c(=O)n1NC(=O)CCC(=O)OC)CCCC3	-10	8	-16	-15
COC(=O)c1ccc(S(=O)(=O)NCc2ccco2)o1	-17	3	14	-20
O=C(O)C1CCc2sc3[nH]c(=S)n(-c4ccccc4)c(=O)c3c21 (stereo unspecified)	-8	7	18	-6
N#C/C(=N\Nc1ccc(S(=O)(=O)N2CCOCC2)cc1)C(N)=S	-17	3	23	-19
COc1ccc(Cl)cc1NC(=O)CCN1CCOCC1	4	6	-6	-47
CCCNC(=O)Nc1cc(S(=O)(=O)CC)ccc1O	6	8	18	-47
Nc1c(N(CCO)C(=O)C2CCCCC2)c(=O)[nH]c(=O)n1Cc1ccccc1	-2	3	25	17
CC(CCc1ccccc1)NCC#N (stereo unspecified)	4	8	-25	10
Cn1ccnc1C(O)(c1ccccc1)c1nccn1C	22	6	-2	-12
C/C(=N\Nc1ccc(C#N)cc1[N+](=O)[O-])c1ccc(C)o1	4	4	5	-23
Cc1ccc(S(=O)(=O)N2CCOCC2)cc1C(=O)NC(=S)N1CC(C)OC(C)C1 (stereo unspecified)	5	3	13	-40
Cc1ccc(C(=O)NCC(=O)OCC(=O)Nc2cccc(S(=O)(=O)N3CCCC3)c2)cc1C	16	9	-16	-19
CCOC(=O)c1c(CC(C)C)csc1/N=C/C1=C(O)CCCC1=O	0	4	-6	-126

The final 3 compounds of the section above open the next one.
SMILES	Pf gamet viab	Avidin bead fluor	Mcl1-Noxa inh	Mcl1 Bid PPI
Cc1ccc(S(=O)(=O)N2CCOCC2)cc1C(=O)NC(=S)N1CC(C)OC(C)C1 (stereo unspecified)	5	3	13	-40
Cc1ccc(C(=O)NCC(=O)OCC(=O)Nc2cccc(S(=O)(=O)N3CCCC3)c2)cc1C	16	9	-16	-19
CCOC(=O)c1c(CC(C)C)csc1/N=C/C1=C(O)CCCC1=O	0	4	-6	-126
Cc1ccccc1N/N=C/c1sc(=O)n(Cc2cccc(C(=O)O)c2)c1Cl	11	7	49	-29
CCOC(=O)N1CCC(NC(=O)C2CCN(C(=O)c3cc4sccc4n3CC)CC2)CC1	26	4	3	-22
O=c1[nH]c(N2CCCCC2)nc2ncn(Cc3ccccc3)c12	-23	5	8	-14
COc1ccc(-n2c(SCC(=O)N/N=C(\C)c3cccnc3)nc3ccccc3c2=O)cc1	24	8	-26	0
S=C(N/N=C/c1cccc2ccccc12)Nc1cccc(Cl)c1	-19	9	15	-4
O=C(c1cccc([N+](=O)[O-])c1)N1CCN(C/C=C/c2ccccc2)CC1	-3	13	5	4
Cc1cccn2cc(-c3ccc4c(c3)NC(=O)CO4)nc12	35	5	7	-12
COc1ccc(/C=N/NC(=O)c2cccnc2)cc1CN1CCc2ccccc2C1	9	11	6	-5
Cc1cc(C(=O)N/N=C/c2ccc(-c3ccc(C)c(Cl)c3)o2)n[nH]1	-6	7	8	-1
CCOc1ccc(N2CC(C(=O)N/N=C/c3sccc3C)CC2=O)cc1 (stereo unspecified)	-18	8	11	-36
NS(=O)(=O)c1ccc(NC(=O)COC(=O)CCc2ccccc2)cc1	15	4	12	-36
COc1ccccc1N1CN(CCc2ccccc2)CNC1=S	-35	3	0	-153
O=C(Nc1ccccc1)Nc1csc2ccccc12	6	9	17	-31
O=C(/C=C/c1ccco1)Nc1ccc(Cl)c(S(=O)(=O)N2CCOCC2)c1	-6	4	16	-46
Cc1cc(C)c2c(n1)sc1c(=O)n(Cc3ccc(F)cc3)cnc12	9	8	-7	-6
CC(=O)Nc1sc(N/N=C/c2ccc(O)cc2)nc1-c1ccc(C)cc1	-14	5	89*	-85
O=C1c2ccccc2NC(c2cccc(O)c2)N1Cc1ccco1 (stereo unspecified)	-1	2	11	-14
COc1ccc(NC(=O)C2CC(=O)N/C(=N/NC(=O)c3ccc(Cl)cc3)S2)cc1 (stereo unspecified)	-5	8	-49	-52
COC(=O)c1ccc2c(c1)NC(=O)C(N(CC(C)C)CC(C)C)S2 (stereo unspecified)	-4	8	-37	-15
CC(C)(C)CC(C)(C)c1ccc(OCC(=O)N/N=C/c2ccc(S(=O)(=O)O)o2)cc1	-28	6	-1	4
CC(/C=C1\SC(=S)N(NC(=O)c2ccncc2)C1=O)=C\c1ccccc1	15	6	23	-42
COc1cccc(NC(=O)C(Cc2ccccc2)n2cccc2)c1 (stereo unspecified)	-18	5	-12	-65
c1ccc2c(c1)nc1n2CC2CON(C3CCCCC3)C12 (stereo unspecified)	-12	14	-32	-35

Reprinted at random: 7 records from the list
SMILES	Pf gamet viab	Avidin bead fluor	Mcl1-Noxa inh	Mcl1 Bid PPI
NS(=O)(=O)c1ccc(NC(=O)COC(=O)CCc2ccccc2)cc1	15	4	12	-36
COc1cccc(NC(=O)C(Cc2ccccc2)n2cccc2)c1 (stereo unspecified)	-18	5	-12	-65
S=C(N/N=C/c1cccc2ccccc12)Nc1cccc(Cl)c1	-19	9	15	-4
O=c1[nH]c(N2CCCCC2)nc2ncn(Cc3ccccc3)c12	-23	5	8	-14
O=C(c1cccc([N+](=O)[O-])c1)N1CCN(C/C=C/c2ccccc2)CC1	-3	13	5	4
c1ccc2c(c1)nc1n2CC2CON(C3CCCCC3)C12 (stereo unspecified)	-12	14	-32	-35
COC(=O)c1ccc2c(c1)NC(=O)C(N(CC(C)C)CC(C)C)S2 (stereo unspecified)	-4	8	-37	-15

Assay outcomes (PubChem)
